EPAC2 antag = antagonists of human EPAC2; 360,000 tested, 0.18% active; EPAC2 GEF exchange of Rap1B-BODIPY-GDP, fluorescence; Potency, µM (highest dose often 114 µM), for inactives: at the highest dose activity, negative = inhibition, most hits filed as inhibitors; also: potency is read from the fitted curve at half-maximal effect; % is scaled to controls: 0 for no effect and ±100 for the full control effect; nearly all actives have a fitted effect of over 45% in size; many of its hits are not listed in these tables
pAkt inh = inhibitors of Akt phosphorylation; activity change, % for hits at 50 µM; Neuro2A IGF-stimulated pAkt S473 HTRF, 20 min; hits give low values; 360,000 tested, 0.32% active; AID 651550; in the data active = activity change below about -80%; inconclusive = mostly about -51% to -80%; also: % is scaled to controls: 0 for no effect and ±100 for the full control effect
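Neuro2A cells in DMEM with 0.5% FBS, overnight at 37 deg C, given compound at single 50 µM final, then IGF (6 nM final) for 20 min at 37 deg C. Lysed; phospho-Akt Ser473 by HTRF after 24 h, 665/615 ratio.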
EPAC2 agonist = activates human EPAC2 exchange factor | Potency, µM (top dose mostly 154 µM), inactives show top-dose activation, hits mostly activators | Q8WZA2 | 360,000 tested, 0.079% active | EPAC2 activation, biochemical qHTS; response scale: 100% = 6.5 mM cAMP response; also: potency is read from the fitted curve at half-maximal effect; nearly all actives have a fitted effect of over 50% in size
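qHTS, titration series. 100 nM EPAC2 / 250 nM Rap1B-BODIPY-GDP / 50 uM GDP; RT; ex 480/em 540 nm, 5-min reads to 30 min. Norm. to 6.5 mM cAMP = activation.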
DRD3 agonist = D3 dopamine receptor (human) agonism; D3R DiscoveRx beta-arrestin cells, luminescence, 90 min; P35462; max activation, %; 410,000 tested, 0.58% active; in the data active = max activation above about 30%; also: 0% is about no effect; mostly tested at two doses, the higher about 12 µM
Target sequence (P35462 whole entry, looked up): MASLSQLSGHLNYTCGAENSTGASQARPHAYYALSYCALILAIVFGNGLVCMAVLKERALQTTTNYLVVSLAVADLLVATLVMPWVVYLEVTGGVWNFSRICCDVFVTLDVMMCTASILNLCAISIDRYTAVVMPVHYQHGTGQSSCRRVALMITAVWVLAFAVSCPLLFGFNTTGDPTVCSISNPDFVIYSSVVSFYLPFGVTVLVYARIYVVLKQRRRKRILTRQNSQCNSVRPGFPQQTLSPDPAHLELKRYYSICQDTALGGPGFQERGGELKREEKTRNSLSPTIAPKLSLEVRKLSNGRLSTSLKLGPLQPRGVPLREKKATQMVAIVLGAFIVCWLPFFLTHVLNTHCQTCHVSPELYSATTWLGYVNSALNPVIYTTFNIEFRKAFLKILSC
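Agonist-mode cell screen: cells plated at 1500/well and incubated overnight at 37 °C, then exposed to library compounds for 90 min at 37 °C. Detection reagent was added for 30–60 min at room temperature, and luminescence was read.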
MmCpn inh = inhibitors of Methanococcus maripaludis chaperonin (MmCpn); purified Mm-Cpn ATPase, ADP Transcreener TR-FRET; Potency, µM (top dose mostly 76.9 µM), without a hit: top-dose activity, negative = inhibition, actives largely listed as inhibitors; 330,000 tested, 0.031% active; also: potency is read from the fitted curve at half-maximal effect; % is scaled to controls: 0 for no effect and ±100 for the full control effect; nearly all actives have a fitted effect of over 80% in size
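Purified archaeal chaperonin (25 nM final) was preincubated with compound for 10 min at 37°C, then ATP (10 uM final) was added for 30 min at 37°C in Tris pH 7.4/KCl/MgCl2/DTT buffer. ADP was quantified by HTRF Transcreener TR-FRET.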
D3 antag = antagonists of human D3 dopamine receptor. P35462. D3R cells, DiscoveRx beta-arrestin luminescence, antagonist mode; hits give low values. max response, negative = inhibition, %. 360,000 tested, 2.5% active. AID 652054; in the data active = max response below about -50%; inconclusive = no clear call, values can overlap the other calls; also: % is scaled to controls: 0 for no effect and ±100 for the full control effect; mostly tested at two doses, the higher about 12 µM
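Cells plated overnight at 1500 cells/well, then exposed to library compounds with dopamine controls for 90 minutes at 37 degrees C. DiscoveRx reagent added for 30–60 minutes at room temperature; luminescence read, quantitative HTS format.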
PTHR1 agonist = agonists of human PTHR1 parathyroid hormone receptor; Q03431; HEK293 GP2 PTHR1 cells, GloSensor cAMP luminescence, 1 h; Potency, µM (series often up to 115 µM), for the others: at the highest dose activation, most hits filed as activators; 410,000 tested, 0.075% active; also: potency is read from the fitted curve at half-maximal effect; nearly all actives have a fitted effect of over 55% in size; some results filed as inactive show a strong effect at the top dose; inactives centre near -15; many of its hits are not listed in these tables
Target sequence (Q03431 whole entry, looked up): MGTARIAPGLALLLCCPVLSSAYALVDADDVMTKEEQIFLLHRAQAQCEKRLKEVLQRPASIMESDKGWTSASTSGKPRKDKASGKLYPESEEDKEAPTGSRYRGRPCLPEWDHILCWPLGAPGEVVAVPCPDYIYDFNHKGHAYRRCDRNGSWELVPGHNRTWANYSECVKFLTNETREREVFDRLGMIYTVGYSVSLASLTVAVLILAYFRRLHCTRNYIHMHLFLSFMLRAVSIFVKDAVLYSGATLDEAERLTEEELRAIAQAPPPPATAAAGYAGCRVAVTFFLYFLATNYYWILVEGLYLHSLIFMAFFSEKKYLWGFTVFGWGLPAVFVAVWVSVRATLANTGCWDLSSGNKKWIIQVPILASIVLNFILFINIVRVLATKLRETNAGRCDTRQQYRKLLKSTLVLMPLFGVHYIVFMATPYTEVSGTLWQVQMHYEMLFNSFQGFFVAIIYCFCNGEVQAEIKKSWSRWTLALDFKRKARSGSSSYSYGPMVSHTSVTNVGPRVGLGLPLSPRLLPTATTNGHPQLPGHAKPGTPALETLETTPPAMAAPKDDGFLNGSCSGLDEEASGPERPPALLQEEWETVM
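HEK-293-derived GP2 cells expressing PTHR1 and a GloSensor cAMP reporter, 3,000/well, plated overnight, given luciferin plus IBMX (each 0.5 mM as added) for 1 h at 37 °C, then compound for 1 h at 37 °C. Luminescence was read after 15 min at room temperature.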
CCT chaperon mod = cytosolic chaperonin activity modulation | activity change, % (no concentration beside the values), hits read low | purified chaperonin ATPase assay, HTRF ADP detection, 30 min | 360,000 tested, 0.3% active; in the data active = activity change below about -30%; also: % is scaled to controls: 0 for no effect and ±100 for the full control effect
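First, chaperonin was dispensed at 40 nM or 20 nM final depending on batch activity. Next, compounds were pinned at 76 uM and ATP added at 10 uM. After 30 min at 37 °C, ADP detection reagents ran 30 min at ambient temperature.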
An asterisk follows results filed as active; i = inactive; ? = inconclusive; nt = not tested or not shown; [ ] = remark or other dose. Unless noted, calls follow the shape of the dose curve; as a rule, active = well fitted curve in the direction sought with a large enough effect; inconclusive = small, poorly fitted or top-dose-only effect, or another doubt; inactive = no such curve, though single readings can be large; an effect the other way counts as inactive or inconclusive. An excerpt; rates above refer to the full screens.

SMILES	EPAC2 antag	pAkt inh	EPAC2 agonist	DRD3 agonist	MmCpn inh	D3 antag	PTHR1 agonist	CCT chaperon mod
O=C(N/C(=C/c1ccc(Cl)cc1)C(=O)N1CCCCC1)c1ccco1	8.3%	i	1.8%	1.1	-3.5%	?	-14.8%	-2.7
COc1ccc2cc(C)c3nnc(SCC(=O)Nc4nc(-c5ccccc5)cs4)n3c2c1	-5.7%	i	5.2%	2.4	0.1%	-10.9	-20.4%[57.5 µM]	-0.7
O=C1Nc2ccccc2C(=O)N(c2ccc3c(c2)OCCO3)C1C(=O)NC1CC1 (stereo not given)	15.6%	i	1.8%	3.6	nt	25.3	i	nt
O=C(CCC(F)(F)F)N1CCCC(CO)(CCc2ccccc2)C1 (stereo not given)	0.4%	i	2.4%	22.6	-1.4%	11.9	-6.5%	-2.1
O=C(CN(CC1CCCO1)C(=O)CNS(=O)(=O)c1ccccc1)NCc1ccccc1 (stereo not given)	11.6%	i	6.6%	-2.2	-1.3%	47.4	i	2.4
C[C@H](CO)N1C[C@H](C)[C@@H](CN(C)S(=O)(=O)c2ccccc2)Oc2c(NC(=O)Cc3ccccc3)cccc2C1=O	8.2%	i	1.3%	7.8	-0.3%	3.9	i	0.0
Cc1cc(C)nc(N/C(=N\S(=O)(=O)Cc2ccccc2)Nc2ccc(F)c(Cl)c2)n1	4.0%	i	-0.2%	0.8	0.8%	9.4	-27.6%	-0.2
Cc1cc(C)cc(Cn2cc(CN3CC(N4CCN(Cc5ccccc5F)CC4)CS3(=O)=O)nn2)c1 (stereo not given)	0.5%	i	8.6%	4.0	nt	5.9	-74.0%[inhibitor]	0.1
O=C1CCC(NC(=O)c2ccccc2)C(=O)N1 (stereo not given)	1.2%	i	5.3%	2.2	1.4%	5.2	0.3%	-1.6
COc1ccc(C(=O)COC(=O)CCNS(=O)(=O)c2ccc(NC(C)=O)cc2)c(OC)c1	-2.5%	i	-0.9%	6.2	0.1%	0.0	i	-3.0
CC(C)c1nnc(NC(=O)COc2ccc3c(c2)OCO3)s1	6.2%	i	6.2%	-2.8	-2.8%	5.3	-9.7%	-2.3
COc1ccc(NC(=O)[C@@H]2CC=C[C@@H]3CCN(Cc4ccccc4)C(=O)[C@@H]32)cc1	1.1%	i	-7.6%	0.0	nt	0.0	-7.2%	-1.6
O=C(Cc1noc2ccccc12)NNC(=S)Nc1ccccc1	8.3%	i	13.6%	5.9	1.9%	-3.6	i	-5.3
COc1ccc(C2=CC(=O)CC(C)(C)C2)cc1	-7.8%	i	-0.5%	-1.8	1.5%	?	-10.1%	-1.3
CC(C)NC(=O)Nc1ccc2c(c1)C(=O)N([C@H](C)CO)C[C@H](C)[C@@H](CN(C)C(=O)Nc1ccc3c(c1)OCO3)O2	-0.8%	i	3.2%	4.5	2.2%	12.1	i	-0.6
S=c1[nH]ccn1-c1ccc(Cl)cc1	7.2%	i	5.6%	3.4	-1.4%	-9.4	i	-1.0
O=C(NCCn1cc(SCC(=O)N2CCOCC2)c2ccccc21)c1ccccc1	2.9%	i	11.8%	2.4	2.6%	-1.0	i	-1.2
O=C1c2cccc(OCC(=O)N3N=C(c4cccs4)CC3c3ccc(F)cc3)c2CCN1Cc1ccccc1 (stereo not given)	2.3%	i	6.0%	1.9	-8.2%	1.7	-54.0%	-3.2
Cc1ccc2nc(NC(=O)c3cccs3)sc2c1	8.9%	i	-9.2%	-0.9	-1.6%	4.0	-4.5%[57.5 µM]	1.6
CC(=O)C1=C(O)C(=O)N(c2ccc(Br)cn2)C1c1cccc([N+](=O)[O-])c1 (stereo not given)	?	i	3.1%	-0.8	-2.9%	?	-1.4%	-0.1
COCC(C)NC(=O)c1nn(Cc2ccccc2)c(=O)c2ccccc12 (stereo not given)	6.9%	i	2.6%	4.6	-0.4%	8.6	i	-0.7
O=C(NCCc1nc2ccccc2[nH]1)/C(=C/c1ccc2c(c1)OCO2)NC(=O)c1ccc(Cl)cc1Cl	-6.0%	i	-6.0%	-7.6	-1.1%	20.7	-24.5%	1.3
CCCCCCC(=O)NN1CCN(C)CC1	6.7%	i	5.7%	3.9	1.4%	8.9	i	2.0
Cc1cc(C(=O)NC(C)CCC(C)C)c2ccccc2n1 (stereo not given)	-8.7%	i	-2.0%	0.2	-2.2%	11.3	i	-0.3
OCCOCCn1c(C(CO)Nc2nc(-c3ccc(F)cc3)cs2)nc2ccccc21 (stereo not given)	-13.7%	i	4.0%	-6.3	nt	-4.5	-6.1%	0.4
O=C(NNC(=S)NC(=O)c1cccnc1)c1ccccc1	9.0%	i	-4.8%	0.3	-0.2%	?	-7.6%	1.7
Cn1nc(C(C)(C)C)cc1C(=O)NN1CCOCC1	-5.4%	i	-6.3%	-2.6	-1.6%	20.2	i	-1.2
CCCC(=O)N1CCCC(C(=O)c2cccc(OC(C)C)c2)C1 (stereo not given)	9.5%	i	4.2%	-6.1	nt	?	i	-1.1
c1ccc(N2CCCCC2)c(Nc2nc3ccccc3n3cnnc23)c1	0.2%	i	-2.0%	13.5	0.5%	36.3	-5.0%	-0.9
CCOC(=O)C1(CCSC)NC(c2ccco2)C2C(=O)N(C)C(=O)C21 (stereo not given)	3.4%	i	-3.0%	-1.6	0.6%	-11.9	-18.3%	-0.1
O=C(NC1CCCCC1)c1cccnc1Sc1ccccc1Cl	13.3%	i	-1.8%	-1.4	-0.2%	14.2	i	-2.4
COc1ccc2c(c1OC)C(=O)N1N=C(c3ccc(Br)cc3)CC21 (stereo not given)	15.6%	i	2.1%	7.2	-5.1%	5.5	-7.4%	-7.1
Nc1n[nH]c(-c2ccccc2)c1-c1ccccc1	-5.5%	i	5.6%	-8.6	-0.9%	-20.1	i	0.7
O=C(O)C(c1ccccc1)C(c1ccccc1)c1ccccc1 (stereo not given)	6.2%	i	-5.5%	2.1	0.4%	-9.3	-20.3%	1.2
CCCC(=O)NNC(=O)CCC(=O)NCc1ccccc1	6.5%	i	5.8%	-8.3	-0.4%	-20.0	i	-1.2
COc1cccc(C2C(C(=O)c3sc(C)nc3C)=C(O)C(=O)N2CCN2CCOCC2)c1OC (stereo not given)	-3.7%	-121.7%*	9.9%	9.7	-3.8%	0.3	i	-3.6
COc1ccc(NC(=O)c2cc(C3CCCCN3C(=O)c3ccc(C#N)cc3)on2)c(C)c1 (stereo not given)	-3.2%	i	12.1%	2.3	nt	35.1	i	-0.2
O=C(CN1CCCCCC1=O)OCc1ncc(-c2ccccc2)o1	-2.5%	i	5.8%	-4.1	-2.4%	-11.2	i	-3.0
CCC(C)NC(=O)c1c(F)c(F)c(F)c(F)c1F (stereo not given)	4.8%	i	0.7%	3.8	-0.8%	36.2	i	2.7
O=C(NCc1ccccn1)C(=O)NCC1OCCN1C(=O)c1ccc(Cl)cc1 (stereo not given)	14.3%	i	-4.0%	3.6	nt	-5.7	i	3.0
CSc1ccccc1NS(=O)(=O)c1cccc2nonc12	-2.9%	i	7.2%	2.6	-0.2%	-14.8	-14.2%	0.6
CCn1ccnc1[C@@H]1C[C@H]2CN(c3ccccc3OC)C(=O)[C@]23CCCN13	17.5%	i	-1.4%	13.0	1.7%	-4.2	i	-2.3
Cc1ccc(NC(=O)C2CCCN(C(=O)c3ccc(Cl)cc3)C2)cc1 (stereo not given)	-13.0%	i	-5.3%	-4.0	-3.2%	12.2	-40.5%[inhibitor]	1.5
CC(C(=O)NCC1CCCCC1)N1CCN(S(=O)(=O)c2cccs2)CC1 (stereo not given)	-3.5%	i	11.0%	2.8	-0.7%	28.0	0.0%	1.4
Cc1nc(-c2ccc(Cl)cc2)sc1C1(C)CC(c2ccc(Br)cc2)=NO1 (stereo not given)	1.1%	i	8.2%	12.8	nt	-4.8	i	0.1
CCN(CC)c1ccc(NC(=O)c2c(C)noc2C)cc1	0.2%	i	-0.7%	4.2	1.8%	3.5	-75.3%[inhibitor]	-0.2
COC(=O)c1cc2ccccc2c(-c2c(OC)c(C(=O)OC)cc3ccccc23)c1OC	-16.1%	i	9.5%	-8.7	0.0%	-23.6	-25.4%	-3.7
Cc1cc(N2CCN(C)CC2)nc2ccc(NC(=S)NCCCN3CCc4ccccc4C3)cc12	-3.5%	i	5.1%	-20.0	1.6%	-84.1*	-22.4%	-3.7

One compound at a time, as listed above. Order of screens: EPAC2 antag	pAkt inh	EPAC2 agonist	DRD3 agonist	MmCpn inh	D3 antag	PTHR1 agonist	CCT chaperon mod
Listed for CCC(C)NC(=O)c1c(F)c(F)c(F)c(F)c1F (stereo not given) → 4.8%	i	0.7%	3.8	-0.8%	36.2	i	2.7
Listed for COc1ccc(NC(=O)c2cc(C3CCCCN3C(=O)c3ccc(C#N)cc3)on2)c(C)c1 (stereo not given) → -3.2%	i	12.1%	2.3	nt	35.1	i	-0.2
Listed for Cc1nc(-c2ccc(Cl)cc2)sc1C1(C)CC(c2ccc(Br)cc2)=NO1 (stereo not given) → 1.1%	i	8.2%	12.8	nt	-4.8	i	0.1
Listed for O=C(NCc1ccccn1)C(=O)NCC1OCCN1C(=O)c1ccc(Cl)cc1 (stereo not given) → 14.3%	i	-4.0%	3.6	nt	-5.7	i	3.0

More results follow:
SMILES	EPAC2 antag	pAkt inh	EPAC2 agonist	DRD3 agonist	MmCpn inh	D3 antag	PTHR1 agonist	CCT chaperon mod
O=C(NCCNC(=O)Nc1ccc(Cl)cc1)Nc1ccc(Cl)cc1	10.1%	i	-1.9%	2.4	nt	2.4	i	0.4
COC(=O)[C@H](CC(C)C)NC(=O)N1CCCCC1	0.0%	i	6.1%	-2.7	0.5%	18.0	i	0.5
CCOC(=O)c1cnc(Nc2nc3ccccc3o2)nc1CN1CCN(C)CC1	-2.9%	i	0.0%	-2.3	-5.8%	0.0	-23.3%	0.8
COc1ccc(OC)c(NC(=O)NC2CCCCCCC2)c1	-8.2%	i	2.7%	-16.0	-0.6%	-2.5	-54.0%[inhibitor]	-1.5
COc1ccc(CNC(=O)CNC(=O)c2ccc(Br)o2)cc1OC	5.3%	i	19.6%	8.5	-0.1%	3.0	i	-106.7*
Cc1ccccc1NC(=O)Cc1nc(COC(=O)Cc2cccc(C(F)(F)F)c2)cs1	-19.5%	i	-1.4%	5.0	nt	50.2	-1.3%	-0.1
